SUMO Mot1 rescue – yeast Mot1-301 growth rescue at high temperature, primary screen, SUMOylation pathway inhibitor project, S. cerevisiae, ATP luminescence, 38.5C | S. cerevisiae Mot1-301 growth rescue; percent above DMSO median, 100 means doubled | growth rescue, % at 18.8 µM | hit rate 1% among 320,000;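 active = every valid replicate shows activation above 250% relative to neutral control wells; inactive = the rest, any valid replicate at or below 250%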;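 also: OY570 slx delta 5 strain wells were the positive control but not used for scaling; some compounds called inactive have numbers as strong as hits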
Ecoli viability – E. coli V3065 growth inhibition, primary screen, counter-screen for AddAB inhibitor project, absorbance, OD600. 18 h. inhibition, % at 11.9 µM. hit rate 0.27% among 330,000. AID 449728, 2010;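 active = inhibition above the campaign's mean inhibition across all tested compounds plus 3 SD, cut at about 9.9% in these data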;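 also: uninfected addAB+ strain grown without phage in ampicillin broth; 0% = DMSO wells and 100% = ciprofloxacin 0.95 µg/ml wells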
HTR5A ag – HTR5A agonists in luminescence cell assay, primary screen, counter-screen for OPRM1-OPRD1 heterodimer agonist project, full-deck HTS. 5-hydroxytryptamine receptor 5A (Homo sapiens), P47898. cell-based. activation, % at 9.3 µM. hit rate 0.61% among 340,000; in the data active = activation mostly above about 9.5%, no sharp cut-off; inactive = mostly below about 7.6%;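 also: 0% = cells with vehicle only and 100% = reference agonist; strong numbers were not always called active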
Target sequence (P47898 whole entry, looked up): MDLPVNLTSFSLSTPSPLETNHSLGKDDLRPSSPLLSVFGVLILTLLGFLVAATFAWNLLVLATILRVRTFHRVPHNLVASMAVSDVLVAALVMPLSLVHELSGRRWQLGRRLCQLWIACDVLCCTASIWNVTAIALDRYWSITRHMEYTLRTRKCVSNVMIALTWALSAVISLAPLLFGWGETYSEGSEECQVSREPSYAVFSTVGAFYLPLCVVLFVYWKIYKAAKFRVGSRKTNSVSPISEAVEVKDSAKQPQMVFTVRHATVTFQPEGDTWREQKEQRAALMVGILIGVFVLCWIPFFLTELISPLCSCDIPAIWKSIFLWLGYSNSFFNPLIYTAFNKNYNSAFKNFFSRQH
HTR5A inv ctr – HTR5A inverse agonists in luminescence cell assay, primary screen, counter-screen for OPRM1-OPRD1 heterodimer inverse agonist project, full-deck HTS; HTR5A cell line, inverse agonism; hit rate 0.083% among 340,000; 5-hydroxytryptamine receptor 5A (Homo sapiens), P47898; inhibition, % at 9.3 µM; in the data active = inhibition mostly above about 23%, no sharp cut-off; inactive = mostly below about 18%;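 also: 0% = cells with DMSO and 100% = no-cell wells with DMSO; some compounds called inactive have numbers as strong as hits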
AddAB inh – growth inhibition of E. coli expressing H. pylori AddAB, primary screen, AddAB inhibitor project, absorbance | inhibition, % at 11.9 µM | hit rate 0.29% among 330,000 | AID 435030, 2010; in the data active = inhibition above about 12%;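 also: 0% = vehicle wells of infected cells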
phage Ecoli inh – growth loss of phage-infected E. coli, primary screen, RecBCD inhibitor project, absorbance, with phage, HTS; hit rate 0.26% among 360,000; inhibition, % at 11.9 µM; in the data active = inhibition above about 11%
Tat transport – E. coli Tat export inhibitors, primary screen, MC4100, TorA-mCherry reporter, fluorescence, single point | inhibition, % at 10 µM | hit rate 0.036% among 340,000;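 active = mean replicate inhibition at least 50% and at least half of replicates individually reaching 50%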;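 also: exported cargo escapes ClpAP degradation while cytoplasmic cargo is degraded and loses fluorescence; 0% = median of neutral control wells and 100% = median of NaSCN control wells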
PKA-R1A act – activators of PKA-R1A holoenzyme, primary screen, biochemical, fluorescence polarization, Cy5-IP20, bovine R1A, mouse PKAc; PKA-R1A dissociation; scaled: DMSO 0%, 113 µM cGMP 100%; activation, % at 11.4 µM; hit rate 0.083% among 340,000;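 active = percent activation above the mean of all tested compounds plus 3 SD, cut at about 19% in these data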;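 also: higher means more PKAc released from R1A so a rise in polarization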
PKA-R2B act – activators of PKA-R2B holoenzyme, primary screen, biochemical, fluorescence polarization, Cy5-IP20, human; PKA-R2B holoenzyme dissociation; R2B truncated from residue 108, S112A mutant; 0% DMSO only, 100% 113 µM cGMP; cAMP-dependent protein kinase catalytic subunit beta (Homo sapiens) + cAMP-dependent …; hit rate 0.079% among 340,000; activation, % at 11.4 µM;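 active = activation above a cutoff set at the mean over all compounds plus 3 SD, cut at about 18% in these data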;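 also: higher means more holoenzyme dissociation and a rise in polarization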
DAGLB inhibitor – DAGLB lipase inhibitors, primary screen, biochemical, fluorescence, HTS. Diacylglycerol lipase-beta (Homo sapiens), Q8NCG7. hit rate 0.059% among 340,000. inhibition, % at 5.17 µM. AID 504411, 2011. HEK293T DAGLB membrane lysate, EnzChek fluorogenic substrate; in the data active = inhibition above about 34%;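 also: 0% = enzyme with vehicle and 100% = wells lacking enzyme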
Target sequence (Q8NCG7 whole entry, looked up): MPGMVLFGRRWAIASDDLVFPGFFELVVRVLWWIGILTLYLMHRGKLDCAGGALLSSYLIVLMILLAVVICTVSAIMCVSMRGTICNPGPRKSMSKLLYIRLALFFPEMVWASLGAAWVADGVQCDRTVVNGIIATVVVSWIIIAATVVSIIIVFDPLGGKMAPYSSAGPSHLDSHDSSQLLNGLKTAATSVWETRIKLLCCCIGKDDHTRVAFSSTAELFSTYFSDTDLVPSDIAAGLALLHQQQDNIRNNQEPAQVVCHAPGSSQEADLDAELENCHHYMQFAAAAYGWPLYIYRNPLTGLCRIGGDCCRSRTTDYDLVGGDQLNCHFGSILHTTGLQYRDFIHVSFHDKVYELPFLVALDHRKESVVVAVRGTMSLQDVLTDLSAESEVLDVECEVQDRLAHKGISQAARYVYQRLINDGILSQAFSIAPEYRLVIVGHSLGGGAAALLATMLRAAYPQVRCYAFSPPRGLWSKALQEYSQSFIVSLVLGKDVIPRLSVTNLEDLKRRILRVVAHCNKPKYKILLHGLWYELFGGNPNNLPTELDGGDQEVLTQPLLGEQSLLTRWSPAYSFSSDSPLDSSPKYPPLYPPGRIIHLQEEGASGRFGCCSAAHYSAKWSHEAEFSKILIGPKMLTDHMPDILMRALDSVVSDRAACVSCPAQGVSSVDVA
CDK5 inh – inhibitors of human CDK5/p35 kinase, primary screen, biochemical, single concentration; Cyclin-dependent kinase 5 (Homo sapiens) + Cyclin-dependent kinase 5 activator 1 (Homo …; Recombinant CDK5/p35, ADP-Glo luminescence, 60 min; inhibition, % at 10 µM; hit rate 0.01% among 330,000;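 active = highest replicate inhibition of at least 50% and at least 75% of replicates reaching 50%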;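 also: plate controls were DMSO neutral control for no effect and GW8510 at 10 µM for full effect; many of its hits are not listed in these tables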
Starred values were filed as active, the others as inactive; nt = no result given; & = joins results of further samples. Outcome played no part in choosing rows (roughly 2.3% active in at least one column).

SMILES,SUMO Mot1 rescue,Ecoli viability,HTR5A ag,HTR5A inv ctr,AddAB inh,phage Ecoli inh,Tat transport,PKA-R1A act,PKA-R2B act,DAGLB inhibitor,CDK5 inh
Cc1ccccc1OCC(=O)Nc1c2c(nn1C(C)(C)C)CS(=O)(=O)C2,1,1.0,-1,-17,3.0,-0.4,0,-4,-8,-1,0.9
CCN(CC)S(=O)(=O)c1cc(C(=O)NCCN2CCOCC2)ccc1Cl,nt,-2.3,1,-2,0.4,0.9,7,3,2,3,-6.3
COc1ccc(CN2C(=O)C(CC(C)C)Nc3ncnc(N4CCN(c5ccccc5)CC4)c32)cc1 (stereo unspecified),-12,0.8,0,-16,-1.0,3.0&1.7,-2,-11,1,2,-0.8
CC(C)(C)c1ccc(C(=O)NNc2cc(N3CCCCC3)nc(N3CCCCC3)n2)cc1,-7,-0.3,-3,10,3.0,4.0,-1,-18,-1,-4,1.7
CC(C)Sc1cc(N2CCCC2)nc(-c2ccccc2)n1,nt,0.6,8,-20,2.9,2.2,-7,-5,-15,-11,-1.4
CNS(=O)(=O)c1cccc(C(=O)NNC(=O)c2ccc(COc3ccccc3)cc2)c1,167,0.9,7,-20,2.5,0.3,-8,2,1,0,2.2
COc1ccc(C)cc1NC(=O)CCC(=O)Nc1nnc(C(F)(F)F)s1,25,3.2,5,1,2.5,4.1,-7,-5,-9,2,0.1
COc1ccc(NC(=O)Cn2c(=O)oc3cc(S(=O)(=O)N4CCCC4)ccc32)cc1,3,0.1,7,-20,-0.2,3.7,17,3,2,-5,-10
CN(C)/C=C/C(=O)c1ccccc1OCc1cnc(Cl)s1,-7,-1.7,4,-4,-0.6,3.5,3,-6,-7,1,0.5
CC(=O)c1cccc(CN2CCCC(C(=O)c3ccc4c(c3)OCO4)C2)c1 (stereo unspecified),44,-2.7,-3,11,0.0,2.0,-7,5,7,-1,-0.3
COC(=O)/C=C/C(=O)Nc1ccc(O)c(Cl)c1,33,-1.8,0,-24,1.6,4.1,4,5,-4,1,0.8
Cn1c(SC(C(=O)Nc2ccc(F)cc2)c2ccccc2)nc2ccccc21 (stereo unspecified),nt,-0.4,-2,6,1.4,1.5,10,3,-11,-7,-1.1
CCc1ccccc1NC(=S)Nn1cnnc1,-6,nt,-5,18,nt,1.2,-4,-6,-3,-1,-3.7
CCCC1C2C(=O)N(c3ccc(OC)cc3)C(=O)C2ON1c1ccccc1 (stereo unspecified),nt,-0.8,8,-22,2.6,2.5,-8,1,-2,-4,1.2
Cn1c(SCC(=O)N2CCCc3ccccc32)nc2cccnc21,-8,-3.3,4,-12,-2.5,3.3,8,4,-6,-1,-1.5
CCN(CC)S(=O)(=O)c1ccc(N2CCOCC2)c(NC(=O)C2=COCCO2)c1,-16,-0.1,-3,2,3.0,0.0,-2,-6,-3,-2,0.4
Cc1ccc(NC(=O)Cn2c(=O)n(CCCC(=O)NCc3ccco3)c(=O)c3ccccc32)cc1,-2,4.1,-1,13,4.1,3.7,5,3,-6,2,1.0
CCN1CCN(Cc2ccc(NC(=O)c3cc(NC(=O)c4cc(-c5ccc(OC)cc5)n[nH]4)cc(OC)c3)cc2C(F)(F)F)CC1,-22,0.4,-5,15,0.8,-0.3,-3,-2,-12,-4,1.3
Nc1nc(SCc2cccc(Br)c2)n[nH]1,332*,nt,-5,12,nt,1.7,2,1,-12,-5,-6.6
Cc1cc(O)c2c(c1)C(=O)[C@@]13Oc4c5c(c(O)c6c(O)cc(C)cc46)C(=O)C[C@H](O)[C@H]5[C@@H]1[C@@H](O)CC(=O)C3=C2O,nt,nt,6,-19,nt,nt,3,-7,5,8,-1.4
CCCCNC(=O)c1ccc(Cn2c(=S)[nH]c3c([nH]c4ccc(OC)cc43)c2=O)cc1,-2,-1.3,2,-8,4.0,3.0,0,-11,1,9,-0.6
O=C(O)c1ccc(CNCc2ccc(Cl)cc2Cl)cc1,-14,-2.3,1,-19,5.0,1.1,-1,-4,9,0,-0.3
Cc1csc(NC(=O)CCc2nc3ccccc3s2)n1,-14,2.6,-3,6,2.4,4.0,-1,-2,-6,1,0.7
CCOC(=O)C1CCN(Cc2c(C(=O)N3CCOCC3)nc3c(C)cccn23)CC1,5,-1.2,1,20,-1.3,1.0,-6,0,-4,2,0.6
COc1ccc2oc(=N)c(C(=O)Nc3ccccc3)cc2c1,77,-1.7,5,-2,6.2,-3.5,-5,13,2,-3,-1.5
COc1ccc(OC)c(N2C(=O)C(Cl)=C(N3CCCCC3)C2=O)c1,-4,-1.3,0,-28,1.3,4.6,-1,-4,5,-8,0.5
O=C(Cn1nnc2c(sc3nc4c(c(-c5ccccc5)c32)CCC4)c1=O)c1ccccc1,-14,0.2,-1,16,2.8,-0.6,-4,3,6,1,1.6
CCOC(=O)N1CCN(S(=O)(=O)c2ccc3c(c2)C(C)C(=O)N3)CC1 (stereo unspecified),-4,0.3,4,-15,-0.3,2.4,3,2,-8,-1,0.8
CC1Cc2ccccc2N1C(=O)CSc1nnnn1Cc1ccccc1 (stereo unspecified),4,-2.0,6,-21,-1.4,3.0,10,-7,6,-4,-0.5
O=C(O)/C=C/C(=O)Nc1ccc(OC(F)(F)F)cc1,48,0.2,6,-18,-0.2,3.5,0,7,-1,0,0.1

Nine compounds from above, arranged by SMILES length, lowest first.
SMILES,SUMO Mot1 rescue,Ecoli viability,HTR5A ag,HTR5A inv ctr,AddAB inh,phage Ecoli inh,Tat transport,PKA-R1A act,PKA-R2B act,DAGLB inhibitor,CDK5 inh
CCc1ccccc1NC(=S)Nn1cnnc1,-6,nt,-5,18,nt,1.2,-4,-6,-3,-1,-3.7
CC(C)Sc1cc(N2CCCC2)nc(-c2ccccc2)n1,nt,0.6,8,-20,2.9,2.2,-7,-5,-15,-11,-1.4
CC1Cc2ccccc2N1C(=O)CSc1nnnn1Cc1ccccc1 (stereo unspecified),4,-2.0,6,-21,-1.4,3.0,10,-7,6,-4,-0.5
CCN(CC)S(=O)(=O)c1cc(C(=O)NCCN2CCOCC2)ccc1Cl,nt,-2.3,1,-2,0.4,0.9,7,3,2,3,-6.3
CCCC1C2C(=O)N(c3ccc(OC)cc3)C(=O)C2ON1c1ccccc1 (stereo unspecified),nt,-0.8,8,-22,2.6,2.5,-8,1,-2,-4,1.2
CCN(CC)S(=O)(=O)c1ccc(N2CCOCC2)c(NC(=O)C2=COCCO2)c1,-16,-0.1,-3,2,3.0,0.0,-2,-6,-3,-2,0.4
CC(C)(C)c1ccc(C(=O)NNc2cc(N3CCCCC3)nc(N3CCCCC3)n2)cc1,-7,-0.3,-3,10,3.0,4.0,-1,-18,-1,-4,1.7
COc1ccc(NC(=O)Cn2c(=O)oc3cc(S(=O)(=O)N4CCCC4)ccc32)cc1,3,0.1,7,-20,-0.2,3.7,17,3,2,-5,-10
COc1ccc(CN2C(=O)C(CC(C)C)Nc3ncnc(N4CCN(c5ccccc5)CC4)c32)cc1 (stereo unspecified),-12,0.8,0,-16,-1.0,3.0&1.7,-2,-11,1,2,-0.8

Next part
SMILES,SUMO Mot1 rescue,Ecoli viability,HTR5A ag,HTR5A inv ctr,AddAB inh,phage Ecoli inh,Tat transport,PKA-R1A act,PKA-R2B act,DAGLB inhibitor,CDK5 inh
Oc1ccc(/C=N/Nc2nc(N3CCCCCC3)nc(N3CCCCCC3)n2)c(O)c1,2,-2.7,-4,26,1.0,0.6,1,3,-8,1,2.9
OC(COc1cccc2ccccc12)CN1CCN(c2cccc(Cl)c2)CC1 (stereo unspecified),96,-0.3,3,-9,-1.0,2.7,2,6,4,-5,-0.3
Cc1cnc(C(=O)N2CCCC(N3CCN(c4ccccc4C)CC3)C2)cn1 (stereo unspecified),7,1.9,3,25,0.1,1.6,3,5,-4,1,-0.2
Cn1c(C(=O)N2CCCCCC2)cc2c(=O)n(C)c3ccccc3c21,4,-0.3,4,-10,1.4,2.6,4,-2,8,-5,0.5
CC(=O)N1CCN(C(=O)c2ccc(Cl)c(S(=O)(=O)N3CC(C)OC(C)C3)c2)CC1 (stereo unspecified),-7,-0.4,-1,2,-1.2,0.1,4,-7,1,-2,0.1
Cc1ccc(S(=O)(=O)N2CCN(C3CC(=O)N(Cc4ccccc4)C3=O)CC2)cc1C (stereo unspecified),-4,1.4,3,-3,0.1,0.0,4,-2,12,1,-1.3
CC(NS(=O)(=O)c1ccc(Br)cc1)C(N)=O (stereo unspecified),3,-2.6,-4,2,-1.5,1.4,-7,-15,-6,0,0.2
COc1cccc2cc(-c3nnc(SCC(=O)Nc4cc(C(F)(F)F)ccc4Cl)n3N)oc12,-4,-1.2,10,-26,3.6,2.3,2,20*,8,-4,2.1
CCc1cccc(C)c1NC(=O)Nc1c(Br)cnn1C,-2,-2.8,6,-22,0.7,nt,-3,0,6,-1,1.4
CCOc1ccc(CCNC(=O)CS(=O)Cc2nc(-c3ccc(OC)c(OC)c3)oc2C)cc1OCC (stereo unspecified),-2,-1.9,-3,13,0.5,1.7,0,-8,-16,-2,1.4
CC(/C=C1\SC(=S)N(NS(=O)(=O)c2ccc(C)cc2)C1=O)=C\c1ccccc1,-7,-0.2,0,0,-1.4,1.1,12,-2,-12,28,0.4
CC(=O)c1cccc(NC(=O)NCc2cccnc2)c1,-10,0.2,0,16,2.4,nt,-8,-2,1,1,1.2
CC1CCN(C(=O)CN(c2ccccc2)S(=O)(=O)N(C)C)CC1,-11,-0.9,5,-13,4.0,3.3,1,-23,4,-2,-0.2
CCCC(=O)NCCc1ccc(F)cc1,-3,0.7,2,7,-1.6,2.0,-4,-6,-4,1,-0.9
O=c1[nH]c(CSc2ncccn2)nc2c1cnn2-c1ccccc1,268,2.3,6,13,3.6,1.8,-13,-1,5,-2,-0.7

Compound activity deposited in PubChem BioAssay by several laboratories.
